ATXN viability = reduces viability in counter-screen for ATXN expression inhibitors. S2 cells (HEK-293 line with an ATXN2-luciferase reporter) viability, CellTiter-Fluor protease fluorescence, 24 h. Potency, µM (highest dose often 56.7 µM), most hits filed as cytotoxic. 400,000 tested, 0.49% active. AID 651635; also: nearly all actives have a fitted effect of over 40% in size
EPAC2 antagonist = EPAC2 (human) antagonism; 360,000 tested, 0.18% active; EPAC2 GEF exchange of Rap1B-BODIPY-GDP, fluorescence; Q8WZA2; AID 720708; Potency, µM (highest dose often 114 µM), without a hit: at the highest dose activity, negative = inhibition, most hits filed as inhibitors; also: % is scaled to controls: 0 for no effect and ±100 for the full control effect; nearly all actives have a fitted effect of over 45% in size; many of its hits are not listed in these tables
Target sequence (Q8WZA2 whole entry, looked up): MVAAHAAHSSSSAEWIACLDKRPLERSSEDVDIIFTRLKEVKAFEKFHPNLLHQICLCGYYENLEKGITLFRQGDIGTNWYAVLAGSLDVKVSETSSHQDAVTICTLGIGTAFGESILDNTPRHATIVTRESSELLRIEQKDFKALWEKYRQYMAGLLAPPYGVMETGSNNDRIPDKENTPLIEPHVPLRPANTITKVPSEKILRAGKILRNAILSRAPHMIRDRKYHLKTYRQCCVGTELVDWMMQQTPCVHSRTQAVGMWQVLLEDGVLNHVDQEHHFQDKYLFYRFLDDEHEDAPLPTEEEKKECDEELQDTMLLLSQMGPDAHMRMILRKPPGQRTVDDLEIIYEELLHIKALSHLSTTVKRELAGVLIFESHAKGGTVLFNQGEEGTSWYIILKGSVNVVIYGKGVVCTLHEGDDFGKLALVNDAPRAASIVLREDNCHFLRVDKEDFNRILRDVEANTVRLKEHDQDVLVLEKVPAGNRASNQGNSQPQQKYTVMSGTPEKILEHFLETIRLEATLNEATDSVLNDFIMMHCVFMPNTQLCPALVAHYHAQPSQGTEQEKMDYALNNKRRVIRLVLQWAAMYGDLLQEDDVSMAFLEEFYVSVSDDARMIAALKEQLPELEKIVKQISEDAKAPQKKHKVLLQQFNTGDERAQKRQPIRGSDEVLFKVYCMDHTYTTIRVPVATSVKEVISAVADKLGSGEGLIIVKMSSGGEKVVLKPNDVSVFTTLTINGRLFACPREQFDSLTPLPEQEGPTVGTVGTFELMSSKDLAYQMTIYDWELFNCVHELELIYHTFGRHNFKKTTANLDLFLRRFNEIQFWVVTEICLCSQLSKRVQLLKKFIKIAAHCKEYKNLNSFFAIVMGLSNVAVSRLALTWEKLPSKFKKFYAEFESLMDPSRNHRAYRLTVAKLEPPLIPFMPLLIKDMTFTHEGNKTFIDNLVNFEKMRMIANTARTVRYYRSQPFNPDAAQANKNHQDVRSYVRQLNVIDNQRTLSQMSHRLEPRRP
ATXN2 expr inh = ATXN2 expression inhibition. 360,000 tested, 0.72% active. Potency, µM (series often up to 57 µM), for inactives: at the top dose activity change, negative = inhibition, usual class: inhibitors. HEK-293 ATXN2-luciferase reporter, luminescence, 24 h. AID 1745845; also: % is scaled to controls: 0 for no effect and ±100 for the full control effect; nearly all actives have a fitted effect of over 55% in size
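qHTS (up to 57 uM final) was run with 24 h compound exposure of reporter cells at 37 °C. Each well was multiplexed: SteadyGlo luminescence measured ATXN2-luciferase expression after a fluorogenic Gly-Phe-AFC viability readout (25 uM final).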
A549 viability = A549 cytotoxicity, counter-screen for Nrf2 inhibitors; A549 ARE-Fluc cells, CellTiter-Fluor viability, 18-24 h; Potency, µM (series often up to 46 µM), for inactives: at the highest dose activity change, negative = cytotoxicity, hits mostly inhibitors; 390,000 tested, 0.16% active; AID 504648; also: % is scaled to controls: 0 for no effect and ±100 for the full control effect
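Cytotoxicity counterscreen: CellTiter-Fluor fluorescence was measured in A549 ARE_Fluc cells after 18-24 h of compound exposure in a concentration series. The subsequent BugLite luminescent read reports ARE-luciferase activity.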
MCF10A rerep = inducers of DNA re-replication in MCF 10A breast cells; Potency, µM (titrated, usually from 46.1 µM), for the others: top-dose activity, positive = re-replication, usual class: activators; MCF 10A DNA re-replication, Hoechst nuclear intensity, 48 h; 350,000 tested, 2.9% active; also: % of control where 0% means no effect; nearly all actives have a fitted effect of over 50% in size
Nrf2 block = Nrf2 pathway inhibition; A549 ARE-Fluc reporter, luciferase luminescence, 18-24 h; Potency, µM (top dose mostly 46 µM), for inactives: at the top dose activity change, negative = inhibition, usual class: inhibitors; 360,000 tested, 2.1% active; AID 504444; also: % is scaled to controls: 0 for no effect and ±100 for the full control effect; nearly all actives have a fitted effect of over 60% in size
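Nrf2 activity is the BugLite luminescence, read 15 min after reagent at room temperature, following CellTiter-Fluor cytotoxicity readout (30 min, 37C). Compound titrations were applied for 18-24 h to 5000 A549 ARE_Fluc cells/well in 5% FBS OPTI-MEM.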
TGFb SMAD3 inh = inhibitors of TGF-b signaling. HepG2 CAGA-GFP TGF-b/SMAD3 reporter, GFP fluorescence, 18 h; TGF-beta stimulated, 500 pg/mL final. Potency, µM (series often up to 46.1 µM), for inactives: at the top dose activity, negative = inhibition, actives largely listed as inhibitors. 410,000 tested, 1.2% active. AID 588855; also: % is scaled to controls: 0 for no effect and ±100 for the full control effect; nearly all actives have a fitted effect of over 65% in size
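Inhibition of TGF-beta-driven CAGA-GFP reporter expression in HEPG2 cells is measured by cellular GFP fluorescence after 18 h stimulation with 500 pg/mL recombinant TGF-beta in 1% FBS medium at 37 degrees C.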
Nrf2 ARE act = Nrf2 pathway activation; AREc32 ARE-luciferase reporter (MCF7-derived line), luminescence, 24 h; Potency, µM (doses to about 46.1 µM), for inactives: at the top dose activation, hits mostly activators; 410,000 tested, 0.31% active; AID 624171; also: % of control where 0% means no effect; nearly all actives have a fitted effect of over 65% in size
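Each well held 1000 AREc32 cells, which were incubated with compound for 24 hr at 37 deg C after overnight attachment, and ARE reporter activity was quantified by firefly luciferase luminescence.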
HepG2 viability = kills HepG2 cells in TGF-b inhibitor counter-screen; HepG2 CAGA-GFP viability, ATP luminescence, 18 h; 410,000 tested, 0.76% active; AID 588856; Potency, µM (doses to about 46.1 µM), without a hit: at the top dose activity change, negative = cytotoxicity, actives largely listed as cytotoxic; also: some results filed as inactive show a strong effect at the top dose
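HepG2 CAGA-GFP cells (1000/well, DMEM with 1% FBS) received compound, then TGF-beta at 500 pg/mL final, and were incubated 18 hours at 37 degrees C. Viability was read by CellTiter-Glo luminescence. Media-only wells were set as complete cell-killing and DMSO as no toxicity.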
* = called active by the depositor; i = inactive; ? = inconclusive; nt = not tested or not shown; & = joins results of further samples; [ ] = remark or other dose. Calls follow the shape of the dose curve; as a rule, active = well fitted curve in the direction sought with a large enough effect; inconclusive = small, poorly fitted or top-dose-only effect, or another doubt; inactive = no such curve, though single readings can be large; an effect the other way counts as inactive or inconclusive. Potency is read from the fitted curve at half-maximal effect. Not all compounds are listed; the hit share may differ from the screen's.

#1 CCC(CO)N=C1CC(C)(C)CC(=O)/C1=C(/O)CCCN1C(=O)c2ccccc2C1=O (stereo not drawn)
#2 Brc1ccc2c(c1)OCCOCCOCCOCCOCCOCCO2
#3 CCOC(=O)c1ccc(CN(Cc2ccc(C)cc2)S(=O)(=O)c2ccc(F)c(C(=O)Nc3ccc(C)c(F)c3)c2)cc1
#4 Cc1ccc(-n2c(SCC(=O)N(C)C3CCS(=O)(=O)C3)nc3ccccc3c2=O)c(C)c1 (stereo not drawn)
#5 Cn1c(=O)c2c(nc(NCc3ccc4c(c3)OCO4)n2Cc2ccc(F)cc2)n(C)c1=O
#6 COc1ncccc1C(=O)N1CCC(n2nccc2NC(=O)CC(C)C)CC1
#7 Cc1cc(C)cc(NC(=O)Cn2cc(C(=O)C3CCCCC3)c3ccccc32)c1
#8 CCOC(=O)N1CCC(NC(=O)c2ccc3c(c2)N(Cc2ccccc2)C(=O)c2ccccc2S3=O)CC1 (stereo not drawn)
#9 O=C(Cc1ccccc1)NC1CCS(=O)(=O)C1 (stereo not drawn)
#10 CC(=O)Oc1ccc(Cn2c(C)c(C(=O)NCc3ccc4c(c3)OCCO4)sc2=O)cc1
entry no. | 1 | 2 | 3 | 4 | 5 | 6 | 7 | 8 | 9 | 10
ATXN viability | i | i | nt | ? | nt | i | i | i | i | i
EPAC2 antagonist | -1% | -22% | nt | 11% | -10% | 6% | nt | nt | 7% | 0%
ATXN2 expr inh | 3% | ? | nt | -16% | nt | 9% | 16% | 8% | -6% | -24%
A549 viability | -4% | -12% | -3% | ? | -27% | -2% | -1% | 18% | 2% | nt
MCF10A rerep | ? | 1% | nt | 8% | ? | -1% | nt | nt | -1% | nt
Nrf2 block | 0% | -30% | nt | ? | 23µM* | 14% | ? | -1% | 8% | nt
TGFb SMAD3 inh | -2% | -21% | -11% | 1% | ? | -2% | -2% | 6% | -12% | 1%
Nrf2 ARE act | -0.5% | 1.9% | 0.6% | 0.0% | 0.1% | 0.2% | -1.1% | -0.9% | -0.3% | -0.8%
HepG2 viability | -21% | -27% | -4% | 6% | -21% | 6% | -24% | 0% | -3% | 0%

#11 Cc1cccc(NC(=O)CCCN2C(=O)c3ccccc3C2=O)n1
#12 COc1ccc(NC(=O)CCN2C(=O)C3C4C=CC(C4)C3C2=O)cc1 (stereo not drawn)
#13 Cc1ccc(NC(=O)Cc2nnc(N)s2)cc1
#14 COc1cccc2c(O)cc(=O)n(C)c12
#15 O=C(Cn1c(=O)c(CNc2ccccc2)cc2cc3c(cc21)OCCO3)Nc1ccccc1Cl
#16 CCc1ccc(-c2c(C)sc(NC(=O)C3CCC3)c2C#N)cc1
#17 C=C1C[C@]23C[C@@]1(O)CC[C@H]2[C@@]12C=C[C@H](O)[C@@](C)(C(=O)O1)[C@H]2[C@@H]3C(=O)O
#18 Cc1ccc(NC(=O)COC(=O)c2c(C)nn(-c3ccccc3)c2C)cc1
#19 Cc1cccc(-c2nc(Cn3c(SCc4cc(C)ccc4C)nc4ccncc43)c(C)o2)c1
#20 COc1ccc(C(CC(=O)O)N2Cc3ccccc3C2=O)cc1OC (stereo not drawn)
entry no. | 11 | 12 | 13 | 14 | 15 | 16 | 17 | 18 | 19 | 20
ATXN viability | i | i | i | i | nt | i | i | i | ? | i
EPAC2 antagonist | 2% | 19% | 4% | -1% | nt | 12% | 13%&-9% | -26% | nt | -1%
ATXN2 expr inh | -12% | -2% | 0% | -22% | nt | -4% | -1%&1% | -8% | 2% | 20%
A549 viability | -9% | 2% | 2% | 5% | 0% | 6% | 0%&-1% | 1% | -27% | 0%
MCF10A rerep | 4% | -2% | 2% | ? | nt | -5% | 11%&-1% | -1% | nt | -2%
Nrf2 block | ? | ? | 11% | -3% | 28% | 5% | 12%&22% | -17% | ? | 5%
TGFb SMAD3 inh | 4% | 12% | 24% | ? | -1% | -16% | 35%&12%[activator] | -7% | ? | -1%
Nrf2 ARE act | 0.0% | 0.3% | -0.2% | -0.2% | -1.1% | -0.7% | -1.0%&0.4% | 0.2% | 3.6% | -0.6%
HepG2 viability | 13% | 0% | 18% | -15% | 0% | -3% | 3%&-2% | -4% | -27% | 8%

The closing 3 entries of the section above lead into the next.
#18 Cc1ccc(NC(=O)COC(=O)c2c(C)nn(-c3ccccc3)c2C)cc1
#19 Cc1cccc(-c2nc(Cn3c(SCc4cc(C)ccc4C)nc4ccncc43)c(C)o2)c1
#20 COc1ccc(C(CC(=O)O)N2Cc3ccccc3C2=O)cc1OC (stereo not drawn)
#21 O=C(CSc1nnc(-c2cccnc2)o1)Nc1cccc(F)c1
#22 COc1ccc2c(c1)-c1nc(NC(=O)c3cc(Cl)ccc3OC)sc1CC2
#23 CCOCCCNC(=O)N1CCOCC1
#24 COc1ccccc1S(=O)(=O)Cc1ccc(C(=O)NCCN(C)C)o1
#25 CCOC(=O)[C@@H]1[C@H]2COc3ccccc3[C@@H]2N2C(=O)N(c3ccc(Br)cc3)C(=O)[C@]12C
#26 COc1cccc(C(=O)N/N=C/C(Br)=C/c2ccccc2)c1
#27 NC(=O)c1ccsc1NC(=O)CSc1ncnc2sccc12
#28 Oc1[nH]c2ccccc2c1C=Nc1ccc2c(c1)OCO2
#29 O=C(O)CCC(=O)NNc1nc2ccccc2nc1-c1ccccc1
#30 COc1ccc(CN2CCN(C(=O)c3cccc(OC)c3OC)CC2)cc1OC
entry no. | 18 | 19 | 20 | 21 | 22 | 23 | 24 | 25 | 26 | 27 | 28 | 29 | 30
ATXN viability | i | ? | i | i | nt | i | i | i | ? | i | ? | i | i
EPAC2 antagonist | -26% | nt | -1% | -4% | nt | 1% | 21% | -12% | 12% | 8% | 1% | -2% | -1%
ATXN2 expr inh | -8% | 2% | 20% | 29% | nt | -4% | 1% | -5% | -1% | 4% | 61%[activator] | nt | 4%
A549 viability | 1% | -27% | 0% | 2% | -9% | 16% | -16% | 12% | -2% | 0% | -10% | 0% | 2%
MCF10A rerep | -1% | nt | -2% | 0% | nt | 3% | 14% | -7% | 8.2µM* | 23% | -3% | 1% | -1%
Nrf2 block | -17% | ? | 5% | 25% | ? | 20% | 1% | -7% | 12% | -5% | ? | -13% | -18%
TGFb SMAD3 inh | -7% | ? | -1% | 1% | -2% | -9% | 2% | -11% | ? | -5% | 36%[activator] | -3% | 28%
Nrf2 ARE act | 0.2% | 3.6% | -0.6% | 3.6% | 6.1% | -0.2% | -0.5% | -0.5% | ? | ? | 0.5% | 0.3% | 1.1%
HepG2 viability | -4% | -27% | 8% | -4% | -1% | 1% | -11% | -27% | -63% | -13% | -25% | -1% | 6%

#31 Cc1ccc(SCC(=O)Nc2cccc(-c3nnc(-c4ccco4)o3)c2)cc1
#32 O=C(NCC(c1ccco1)N1CCc2ccccc21)c1ccc([N+](=O)[O-])cc1 (stereo not drawn)
#33 Cc1ccc([C@H]2C[C@@H](O)[C@H](n3cc(-c4ccc(F)cc4)nn3)CN2Cc2cccs2)cc1
#34 CC(C)C(OC(=O)c1ccco1)C(=O)NCc1ccc2c(c1)OCO2 (stereo not drawn)
#35 O=C(CNc1ccc(C(F)(F)F)cc1)Nc1cccc(S(=O)(=O)N2CCCCC2)c1
#36 CCOC(=O)N1CCN(C(=O)CN(c2cc(Cl)ccc2OC)S(=O)(=O)c2ccccc2)CC1
#37 COc1ccccc1C1c2c(-c3ccc(Cl)cc3)n[nH]c2C(=O)N1c1ccc(C)cc1 (stereo not drawn)
#38 CCC(=O)Nc1ccc(Cl)c(-c2nc3ccccc3[nH]2)c1
#39 COC(=O)c1cc(NC(=O)N2c3ccccc3Sc3ccccc32)cc(C(=O)OC)c1
#40 N#CCSc1ccc(S(=O)(=O)N2CCOCC2)cn1
entry no. | 31 | 32 | 33 | 34 | 35 | 36 | 37 | 38 | 39 | 40
ATXN viability | i | i | ? | i | ? | i | nt | i | i | ?
EPAC2 antagonist | -6% | 2% | -4% | 2% | -20% | 8% | nt | nt | -1% | 14%
ATXN2 expr inh | -17% | -7% | 0% | -5% | nt | -19% | ? | 5% | -6% | 2%
A549 viability | -19% | -2% | nt | 1% | nt | 2% | -21% | 4% | -3% | -4%
MCF10A rerep | 2% | 15% | nt | 0% | nt | -2% | nt | nt | 0% | 1%
Nrf2 block | ? | -9% | nt | -3% | nt | 5% | ? | 6% | -25% | 3%
TGFb SMAD3 inh | ? | -14% | 1% | 3% | ? | 11% | ? | 5% | ? | 5%
Nrf2 ARE act | 14% | 0.2% | -1.7% | 0.4% | -0.9% | 0.0% | 0.7% | -0.1% | -0.1% | 0.2%
HepG2 viability | -8% | -4% | -24% | 7% | -53% | -11% | -90% | -1% | -9% | 15%

#41 COc1ccc(COC(=O)N/N=C(\C)CC(=O)Nc2ccc(Cl)cn2)cc1
#42 Cc1cccc(C(=O)C(O)(c2ccccc2)C2CCCCC2=O)c1 (stereo not drawn)
#43 CCCCCNC(=O)CCCCCn1c(=O)[nH]c2ccsc2c1=O
#44 COc1ccc(-c2nc3ccc(NS(=O)(=O)c4ccccc4)cc3o2)cc1
#45 O=S(=O)(NC1CCCC1)c1ccc(S(=O)(=O)N(Cc2cccs2)CC2CCCO2)cc1 (stereo not drawn)
#46 CC(C)N(Cc1ccccc1)C(=O)CN1C(=O)NC2(CCCC2)C1=O
entry no. | 41 | 42 | 43 | 44 | 45 | 46
ATXN viability | i | i | ? | ? | i | i
EPAC2 antagonist | 1% | ? | nt | nt | -13% | 6%
ATXN2 expr inh | 22% | nt | -21% | ? | -10% | 1%
A549 viability | 3% | nt | 10% | -7% | -13% | -2%
MCF10A rerep | ? | nt | nt | nt | 5% | -3%
Nrf2 block | ? | nt | -2%[9.27 µM] | ? | 18µM* | 9%
TGFb SMAD3 inh | ? | 0% | ? | ? | ? | -12%
Nrf2 ARE act | 6.8% | -0.9% | -0.1% | -0.3% | 0.1% | 0.0%
HepG2 viability | -57% | -30% | -4% | -30% | -14% | -4%

Bioassay records: PubChem, National Center for Advancing Translational Sciences (NCATS)
